High-throughput results as filed in PubChem.
HT1080-NT tox = qHTS for induction of synthetic lethality in tumor cells producing 2HG: qHTS for the HT-1080-NT fibrosarcoma cell line; HT-1080-NT fibrosarcoma viability, CellTiter-Glo ATP luminescence, 48 h; Potency, µM (highest dose often 46.1 µM), without a hit: at the top dose activity, negative = less viability, hits mostly cytotoxic; AID 686970, 2013; actives 1.6% (n = 360,000);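 also: NT is the 2HG producing partner of a matched IDH1 knockdown line; potency is read from the fitted curve at half-maximal effect; 0% = DMSO-treated cells and -100% = media-only wells without cells; nearly all actives have a fitted effect of over 55% in size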
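HT-1080-NT; 750 cells/well; 5% FBS RPMI; 48 h compound, 37 degrees C; CellTiter-Glo luminescence; curve fitting and curve-class assignment.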
KB-3-1 cytotox = qHTS assay for MDR1-selective chemotherapeutics: Primary screen using the parental adenocarcinoma cell KB-3-1; Potency, µM (titrated, usually from 46.1 µM), inactives show at the highest dose activity change, negative = cytotoxic, most hits filed as cytotoxic; actives 1.4% (n = 400,000); KB-3-1 viability, CellTiter-Glo ATP luminescence, 72 h; also: potency is read from the fitted curve at half-maximal effect; % is scaled to controls: 0 for no effect and ±100 for the full control effect; nearly all actives have a fitted effect of over 60% in size
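Using CellTiter-Glo luminescence, growth of non-resistant KB-3-1 adenocarcinoma cells is assessed 72 h after pin-tool compound addition at 37 °C. Normalized responses across the concentration series yield fitted curves.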
MCF10A rereplic = A quantitative high throughput screen for small molecules that induce DNA re-replication in MCF 10a normal breast cells; MCF 10A DNA re-replication, Hoechst nuclear intensity, 48 h; Potency, µM (titrated, usually from 46.1 µM), inactives show at the top dose activity, positive = re-replication, usual class: activators; actives 2.9% (n = 350,000); AID 624296, 2012; also: potency is read from the fitted curve at half-maximal effect; % of control where 0% means no effect; nearly all actives have a fitted effect of over 50% in size
KB-V1 MDR tox = qHTS assay for MDR1-selective chemotherapeutics: Primary screen using the drug-selected MDR subline cells KB-V1 | KB-V1 MDR cells viability, CellTiter-Glo, 72 h | Potency, µM (series often up to 46.1 µM), without a hit: at the highest dose activity change, negative = cytotoxicity, usual class: cytotoxic | actives 3.4% (n = 400,000) | AID 1347076, 2019; also: potency is read from the fitted curve at half-maximal effect; % is scaled to controls: 0 for no effect and ±100 for the full control effect; nearly all actives have a fitted effect of over 60% in size
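Luminescent ATP read-out (CellTiter-Glo, 10 min) measures survival of drug-selected KB-V1 MDR cells after 72 h, 37 degrees C compound exposure. Medium: phenol-red-free DMEM, 10% FBS. Values from fitted concentration-response curves.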
HT1080 IDH1KD tx = qHTS for induction of synthetic lethality in tumor cells producing 2HG: qHTS for the HT-1080-IDH1KD cell line; HT-1080 IDH1 knockdown viability, ATP luminescence, 48 h; Potency, µM (highest dose often 46.1 µM), for the others: at the top dose activity, negative = toxicity, hits mostly cytotoxic; actives 2% (n = 360,000); AID 686971, 2013;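 also: potency is read from the fitted curve at half-maximal effect; 0% = DMSO wells and -100% = cell-free medium wells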
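% activity derives from luminescence (CellTiter-Glo), normalised to DMSO and no-cell wells. HT-1080-IDH1KD cells, 750/well, had 48 h compound exposure at 37 °C.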
ATXN2 expr inh = Primary qHTS for Inhibitors of ATXN expression. HEK-293 ATXN2-luciferase reporter, luminescence, 24 h. Potency, µM (titrated, usually from 57 µM), without a hit: at the top dose activity change, negative = inhibition, most hits filed as inhibitors. actives 0.72% (n = 360,000); also: potency is read from the fitted curve at half-maximal effect; % is scaled to controls: 0 for no effect and ±100 for the full control effect; nearly all actives have a fitted effect of over 55% in size
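qHTS (up to 57 uM final) was run with 24 h compound exposure of reporter cells at 37 °C. Each well was multiplexed: SteadyGlo luminescence measured ATXN2-luciferase expression after a fluorogenic Gly-Phe-AFC viability readout (25 uM final).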
SW480 rereplic = A quantitative high throughput screen for small molecules that induce DNA re-replication in SW480 colon adenocarcinoma cells; SW480 DNA re-replication, Hoechst DNA content imaging, 48 h; Potency, µM (doses to about 46.1 µM), for the others: at the highest dose re-replication activation, most hits filed as activators; actives 1.8% (n = 340,000); AID 624297, 2012; also: potency is read from the fitted curve at half-maximal effect; % of control where 0% means no effect; nearly all actives have a fitted effect of over 55% in size
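Image-based DNA-content assay: after two days of treatment, nuclei were labelled with the DNA dye Hoechst and imaged, and hits were compounds raising the count of nuclei showing high fluorescence intensity.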
IL1B secr inh = qHTS for Inhibitors of Inflammasome Signaling: IL-1-beta AlphaLISA Primary Screen | THP-1 LPS/ATP IL-1B secretion, AlphaLISA, 16 h; active compounds read low | activity change, % at 57.5 µM | actives 4.7% (n = 360,000) | AID 743279, 2014; in the data active = activity change below about -50%; inconclusive = mostly about -30% to -49%; also: % is scaled to controls: 0 for no effect and ±100 for the full control effect
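THP-1 cells pretreated 1 hr with compounds (up to 57.5 uM final), then stimulated with LPS (250 ng/mL final) plus ATP (1.25 mM final); secreted IL-1B measured by AlphaLISA after 16 hr, decreased signal indicating inhibition.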
ATXN viability = Viability Counterscreen for Primary qHTS for Inhibitors of ATXN expression | S2 cells (HEK-293 line with an ATXN2-luciferase reporter) viability, CellTiter-Fluor protease fluorescence, 24 h | Potency, µM (doses to about 56.7 µM), actives largely listed as cytotoxic | actives 0.49% (n = 400,000); also: potency is read from the fitted curve at half-maximal effect; nearly all actives have a fitted effect of over 40% in size
The depositor's hits bear a star; i = inactive; ? = inconclusive; . = not tested or not shown; [ ] = dose if it differs, or a comment. Unless noted, calls follow the shape of the dose curve; as a rule, active = well fitted curve in the direction sought with a large enough effect; inconclusive = small, poorly fitted or top-dose-only effect, or another doubt; inactive = no such curve, though single readings can be large; an effect the other way counts as inactive or inconclusive. This is a random part of the collection; 11% or so of the library scored in one or more.

entry | structure | HT1080-NT tox | KB-3-1 cytotox | MCF10A rereplic | KB-V1 MDR tox | HT1080 IDH1KD tx
1 | CCCCNC(=O)CSc1nc2cc3c(cc2c(=O)n1CCCN(CC)CC)OCO3 | -5% | -10% | 127%[0.0737 µM] | 11% | 8%
2 | O=C(N/N=C/c1ccc([N+](=O)[O-])o1)c1ccc(NS(=O)(=O)c2cccs2)cc1 | ? | ? | 18µM* | ? | 23µM*
3 | Cc1ccc(NCC2(N=Cc3ccccc3)OC(CO)C(O)C2O)cc1 (configuration not stated) | -1% | ? | 16% | -3% | 6%
4 | CC1=NN(Cc2ccccc2)C(=O)/C1=C\c1ccc(N(C)C)cc1 | -5% | 4% | 2% | 14% | -8%
5 | Cc1nn(C)c(C)c1NC(=O)COc1ccc(Cl)cc1 | -8% | 0% | -1% | -12% | -30%
6 | Cc1ccc(-c2nnc3n2N=C(c2ccccc2)CS3)cc1 | 5% | 2% | 1% | -23% | 12%
7 | O=C(O)CN1C(=O)/C(=C\c2cc(Br)ccc2OCc2ccc(Cl)cc2Cl)SC1=S | ? | 1% | -11% | -1% | ?
8 | Cc1ccc(C)c(OCC(=O)Nc2ccc(N3CCOCC3)cc2)c1 | -3% | -25% | -3% | ? | 2%
9 | C[C@@H](NC(=O)c1[nH]cnc1C(=O)Nc1ccon1)c1ccccc1 | -8% | 0% | 3% | 0% | ?
10 | Nc1ncnc2c1ncn2[C@@H]1O[C@H](CN2CCCS2(=O)=O)[C@@H](O)[C@H]1O | 7% | 12% | -16% | 0% | 5%
11 | COc1ccc(/C=N\NC(=O)COc2ccccc2)c(C(=O)O)c1OC | -2% | -9% | 0% | 8% | 0%
12 | N#Cc1c(Nc2ccccc2)s[nH]c1=O | -27% | 11% | ? | ? | -11%
13 | O=C(c1cccnc1)N(Cc1ccccc1)C1(C(=O)Nc2ccccc2)CCCCC1 | 16% | 1% | -1% | -3% | 17%
14 | O=C(c1ccc2c(c1)OCO2)N1CCNc2ccccc2C1 | 14% | 3% | 2% | 18% | ?
15 | CCCOc1ccc(N2C(=O)CC(N3CCN(C(=O)c4ccco4)CC3)C2=O)cc1 (configuration not stated) | 7% | 0% | 15% | -24% | -6%

entry | ATXN2 expr inh | SW480 rereplic | IL1B secr inh | ATXN viability
1 | 7% | -6% | -14 | i
2 | ? | ? | -54* | ?
3 | 2% | ? | 8 | i
4 | 1% | -2% | 19 | i
5 | . | 3% | 21 | i
6 | -11% | -6% | 40 | i
7 | . | 8% | 22 | i
8 | -15% | -5% | -5 | i
9 | -21% | -17% | 75 | i
10 | 3% | -4% | -3 | i
11 | 6% | -3% | 44 | i
12 | -12% | ? | ? | i
13 | -11% | 11% | -6 | i
14 | 27% | -6% | -4 | i
15 | -1% | -13% | 10 | i

Next structures follow:
entry | structure | HT1080-NT tox | KB-3-1 cytotox | MCF10A rereplic | KB-V1 MDR tox | HT1080 IDH1KD tx
16 | CCOc1ccccc1C1NC(=O)NC(C)=C1C(=O)OCc1ccccc1 (configuration not stated) | -2% | 0% | 11% | -16% | -6%
17 | CCOC(=O)C(=O)Nc1nnc(C2CCCCC2)s1 | 17% | 1% | -1% | 21% | 15%
18 | CC(C)NS(=O)(=O)c1cc(F)ccc1CN1C(=O)c2cccnc2C1=O | -4% | 8% | 4% | -3% | -5%
19 | COc1ccc2nc(C)cc(SCC(=O)N3CCCCC3)c2c1 | 0% | -9% | 7% | -3% | 1%
20 | CCOC(=O)Nc1nn(-c2ccc(C)cc2)c(=O)c(C#N)c1C | 2% | -2% | -2% | -1% | 1%
21 | O=C(COC(=O)c1cnccn1)c1cccc([N+](=O)[O-])c1 | 14% | -11% | 13% | 15% | 11%
22 | COc1cc(C#Cc2c(-c3cncn3C)n(C)c3ccc(-c4ccc(CN5CCOCC5)cc4)cc23)cc(OC)c1 | ? | ? | 20% | ? | ?
23 | COc1ccccc1OCCNC(=O)C(CCSC)NS(=O)(=O)c1ccccc1F (configuration not stated) | 1% | -3% | 4% | -27% | 6%
24 | Cc1cccc(C2=NN(c3ccccc3)[C@@H](C(=O)N3CCOC3=O)[C@@H]2c2ccccc2)c1 | -3% | 0% | ? | 0% | -16%
25 | Cc1onc(-c2c(F)cccc2Cl)c1C(=O)NC1=NCCS1 | 4%[9.24 µM] | 2% | 2% | 7% | -3%
26 | O=C(CN(C1CCCCC1)S(=O)(=O)c1ccc(Br)cc1)NCc1ccncc1 | -8% | -7% | -2% | 3% | -2%
27 | COc1ccc(-n2nc(C(=O)N3CCN(c4cccc(C)c4C)CC3)c3c4ccccc4n(C)c3c2=O)cc1Cl | . | ? | . | ? | .
28 | O=C(Cn1[nH]c(=O)c2ccccc2c1=O)NC1CCCCCC1 | -6% | 4% | -9% | ? | -1%
29 | Cc1ccc(NC(=O)c2ccc3c(=O)n4c(nc3c2)CCCCC4)nc1 | -5% | -10% | 14% | ? | -5%
30 | CCOc1ccc(C(=O)c2oc3ccccc3c2NC(=O)Cc2coc3ccc(CC)cc23)cc1 | . | 5% | . | 24% | .

entry | ATXN2 expr inh | SW480 rereplic | IL1B secr inh | ATXN viability
16 | . | 9% | -7 | ?
17 | 16% | -7% | 8 | i
18 | 5% | 4% | 15 | i
19 | 19% | -21% | ? | i
20 | 7%[11.3 µM] | 0% | 17 | i
21 | . | -2% | 29 | i
22 | ? | ? | -26 | i
23 | 7% | -8% | -6 | i
24 | -1% | 16µM* | 21 | ?
25 | -6% | 0% | -2 | i
26 | . | -1% | -6 | i
27 | 5% | . | . | i
28 | 45%[activator] | -8% | 7 | i
29 | 3% | 1% | -3 | i
30 | 1% | . | . | i

Record cards (already shown):
CC(C)NS(=O)(=O)c1cc(F)ccc1CN1C(=O)c2cccnc2C1=O in the list: HT1080-NT tox: -4%; KB-3-1 cytotox: 8%; MCF10A rereplic: 4%; KB-V1 MDR tox: -3%; HT1080 IDH1KD tx: -5%; ATXN2 expr inh: 5%; SW480 rereplic: 4%; IL1B secr inh: 15; ATXN viability: i
COc1ccc(-n2nc(C(=O)N3CCN(c4cccc(C)c4C)CC3)c3c4ccccc4n(C)c3c2=O)cc1Cl in the list: HT1080-NT tox: .; KB-3-1 cytotox: ?; MCF10A rereplic: .; KB-V1 MDR tox: ?; HT1080 IDH1KD tx: .; ATXN2 expr inh: 5%; SW480 rereplic: .; IL1B secr inh: .; ATXN viability: i

Next section.
entry | structure | HT1080-NT tox | KB-3-1 cytotox | MCF10A rereplic | KB-V1 MDR tox | HT1080 IDH1KD tx
31 | Cc1ccc(CC(=O)NC2CCN(Cc3ccccc3)CC2)cc1 | -5% | -18% | ? | -5% | -4%
32 | CCOC(=O)C1(Cc2ccccc2C)CCCN(C(=O)COC)C1 (configuration not stated) | -3% | ? | 0% | -9% | -6%
33 | CCOC(=O)c1c(N)nn(C(=O)C(C)C)c1-c1ccc(OC)cc1 | -1% | 15% | -1% | 11% | -9%
34 | Nc1c(C(=O)NCCc2ccccc2)nnn1Cc1ccc(Br)cc1F | 2% | -10% | 0% | -13% | -1%
35 | CC(C)c1nc(CNC(=O)C2CCC(=O)N(Cc3ccc(Cl)cc3)C2)no1 (configuration not stated) | 6% | -8% | -4% | 1% | 9%
36 | Cc1ccc2nc3c(cc2c1)c(C)nn3-c1ccccc1 | -2% | -1% | ? | 5% | -10%
37 | COc1ccc(C(=O)c2cn[nH]c2-c2cc(Cl)ccc2O)cc1 | 6% | ? | 22% | 18µM* | 0%
38 | COc1ccc(NS(=O)(=O)c2ccc(NC(=O)c3ccc(Br)cc3)cc2)nn1 | -1% | -22% | 0% | -2% | ?
39 | N/C(=N\OC(=O)c1ccccc1[N+](=O)[O-])c1cccnc1 | 0% | 2% | 2% | -2% | -2%
40 | COc1ccc(CCNC(=O)CSc2nc(=O)[nH]c3c2CCC3)cc1OC | 12% | 3% | 10% | 13% | 4%
41 | Cc1cc(C)c(C#N)c(Sc2nc(C)c([N+](=O)[O-])c(C)c2C#N)n1 | 16µM* | ? | . | -16% | 4.6µM*
42 | Cc1ccc(S(=O)(=O)N(C)C)cc1NC(=O)C(C)Sc1ccccc1 (configuration not stated) | -5% | -1% | 19% | -24% | -3%
43 | NS(=O)(=O)c1ccc(NC(=O)COC(=O)c2cc(Cl)ccc2[N+](=O)[O-])cc1 | 2% | -27% | 0% | 16% | -15%
44 | Cc1ccc(Nc2nc(N)nc(CN3CCN(Cc4ccc5c(c4)OCO5)CC3)n2)cc1Cl | ? | 21µM* | ? | ? | -18%
45 | Cc1ccc(C(=O)/C=C/c2cn(CC(O)CN3CCCCCC3)c3ccccc23)cc1 (configuration not stated) | . | -23% | . | 0% | .

entry | ATXN2 expr inh | SW480 rereplic | IL1B secr inh | ATXN viability
31 | -3% | ? | 5 | i
32 | 23% | -2% | 0 | i
33 | -4% | -1% | 3 | i
34 | -26% | -40%[inhibitor] | 0 | i
35 | -1% | 4% | -19 | i
36 | 1% | 7.3µM* | 0 | .
37 | 3% | ? | -11 | i
38 | . | 6% | 11 | i
39 | 28% | -3% | 34 | ?
40 | 0% | -320%[inhibitor] | 19 | i
41 | 22µM* | . | ? | 20µM*
42 | 0% | -5% | 3 | i
43 | 0% | 19% | 0 | i
44 | -35% | 16% | ? | i
45 | -1% | . | . | ?
